High-throughput results (PubChem)
mIAP inh: inhibitors of mouse IAP, primary screen, biochemical, luminescence, uHTS; purified mouse IAP, CDP-Star luminescence, 30 min; inhibition, % at 10 µM; hit rate 0.2% among 330,000;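 active = inhibition of at least 40% at 10 µM in the primary screen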;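 note: plate controls were DMSO with enzyme for no effect and no enzyme wells for full effect; values of inactives mirror those of a sister screen read the other way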
A3A deaminase: APOBEC3A ssDNA deaminase inhibitors, primary screen, selectivity assay for APOBEC3G inhibitor project, biochemical, FAM/TAMRA oligo cleavage fluorescence; DNA dC->dU-editing enzyme APOBEC-3A (Homo sapiens), P31941; recombinant A3A, FAM/TAMRA ssDNA deamination fluorescence; inhibition, % at 20 µM; hit rate 0.41% among 330,000; AID 493011, 2011;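 active = at least 40% inhibition at 20 µM here, with at most 30% in a related deaminase screen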;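 note: plate controls were A3A with DMSO for no effect and wells lacking A3A enzyme for full effect; some results filed as inactive read as strong as hits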
Target sequence (P31941 whole entry, looked up): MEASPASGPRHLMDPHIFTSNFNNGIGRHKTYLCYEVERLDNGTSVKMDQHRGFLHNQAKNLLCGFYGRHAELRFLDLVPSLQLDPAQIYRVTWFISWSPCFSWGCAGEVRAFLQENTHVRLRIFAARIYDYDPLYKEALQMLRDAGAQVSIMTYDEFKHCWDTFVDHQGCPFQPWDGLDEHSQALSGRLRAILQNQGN
HKDC1 inh: HKDC1 hexokinase inhibitors, primary screen, biochemical, fluorescence, uHTS; recombinant HKDC1, G6PDH/diaphorase resazurin coupled fluorescence; AID 493160, 2011; Q2TB90; inhibition, % at 20 µM; hit rate 0.16% among 340,000;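 active = inhibition above about 35% when tested at 20 µM, limit read from the data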;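 note: plate controls were DMSO wells with enzyme for no effect and DMSO wells lacking enzyme for full effect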
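Material – in-house recombinant HK5 (HKDC1) enzyme · Quantity – HKDC1 at 5 µg/mL · Buffer or medium – pH 8.0 Tris buffer with 10 mM MgCl2 · Reagent – glucose with 1 mM ATP · Dosing – single 20 µM dose · Times – reaction time 90 min, room temperature, protected from light · Technique – resorufin fluorescence at 613 nm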
hIAP act: human IAP activators, primary screen, biochemical, luminescence, uHTS. purified human IAP, CDP-Star luminescence, 30 min; hits give high values; 1 = vehicle-only enzyme, 0 = enzyme-free background. activation factor at 10 µM. AID 2524, 2010. hit rate 0.16% among 330,000;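 active = activation factor of the enzyme at least 2-fold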; note: the source names both 10 and 20 µM as test concentration; values of inactives mirror those of a sister screen read the other way
PfGluPho inh: PfG6PD enzyme inhibitors, primary screen, biochemical, fluorescence intensity, uHTS; glucose-6-phosphate dehydrogenase-6-phosphogluconolactonase (Plasmodium falciparum 3D7); PfGluPho enzyme, NADPH resazurin-diaphorase fluorescence; AID 504690, 2011; hit rate 0.78% among 350,000; inhibition, % at 20 µM;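 active = inhibition reaching at least a set limit at 20 µM in the primary screen, cut at about 59% in these data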;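 note: 0% = DMSO wells with substrate and 100% = DMSO wells lacking glucose-6-phosphate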
ATG4B inh: ATG4B protease inhibitors, primary screen, biochemical, fluorescence, uHTS; Cysteine protease ATG4B (Homo sapiens), Q9Y4P1; ATG4B cleavage of LC3-PLA2, NBD-HPC fluorescence, 1 h; inhibition, % at 8.33 µM; hit rate 0.51% among 340,000; AID 504462, 2011; in the data active = inhibition above about 40%
Target sequence (Q9Y4P1 whole entry, looked up): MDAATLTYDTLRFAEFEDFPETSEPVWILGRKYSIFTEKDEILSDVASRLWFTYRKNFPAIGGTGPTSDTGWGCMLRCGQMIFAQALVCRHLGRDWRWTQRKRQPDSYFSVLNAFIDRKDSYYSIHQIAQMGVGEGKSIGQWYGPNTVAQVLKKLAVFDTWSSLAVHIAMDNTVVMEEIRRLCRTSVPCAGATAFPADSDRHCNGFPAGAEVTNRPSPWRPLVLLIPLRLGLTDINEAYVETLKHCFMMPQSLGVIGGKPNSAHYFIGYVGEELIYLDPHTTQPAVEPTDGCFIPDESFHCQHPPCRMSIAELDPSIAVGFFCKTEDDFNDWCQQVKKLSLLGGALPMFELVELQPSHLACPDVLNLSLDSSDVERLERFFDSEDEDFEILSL
hIAP inh: human IAP inhibitors, primary screen, biochemical, luminescence, uHTS; Intestinal-type alkaline phosphatase (Homo sapiens), P09923; purified IAP, CDP-Star luminescence, 30 min; inhibition, % at 10 µM; hit rate 0.12% among 330,000; AID 2544, 2010;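 active = inhibition reaching a set limit with compound at 10 µM in the primary screen, cut at about 35% in these data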;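 note: plate controls were DMSO wells with enzyme for no effect and no-enzyme buffer wells for full effect; values of inactives mirror those of a sister screen read the other way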
mIAP activ: activators of mouse IAP, primary screen, biochemical, luminescence, uHTS; intestinal alkaline phosphatase [Mus musculus]; muIAP, CDP-Star luminescence, 30 min; hits give high values; 1 = vehicle-only enzyme signal, 0 = enzyme-free wells; activation factor at 10 µM; hit rate 0.24% among 330,000; AID 2805, 2010;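 active = activation factor of at least 2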; note: the source names both 10 and 20 µM as test concentration; values of inactives mirror those of a sister screen read the other way
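System: Mouse IAP enzyme | Also added: CDP-Star substrate | Dosing: Compounds dispensed in DMSO | Schedule: 30 min enzyme-substrate-compound incubation at room temperature | Technique: Chemiluminescence readout | Control set: DMSO-only wells and no-enzyme negative control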
An asterisk follows results filed as active.

SMILES	mIAP inh	A3A deaminase	HKDC1 inh	hIAP act	PfGluPho inh	ATG4B inh	hIAP inh	mIAP activ
Nc1c(N(Cc2ccco2)C(=O)COc2ccccc2F)c(=O)[nH]c(=O)n1Cc1ccccc1	-4	-5	4	0.93	1	2	7	1
COC(=O)c1ccc(C)c(NC(=O)CCSc2ccccc2)c1	-9	0	4	0.87	2	-8	13	1.1
Cc1csc(SCC(=O)NC(=O)NCCC(C)C)n1	0	5	0	0.99	-2	-5	1	1
N#Cc1ccccc1CSc1nc(O)cc(=O)[nH]1	4	-1	-4	0.96	-1	-8	4	0.96
CN(C)CC(C)(C)CNC(=O)c1cc(=O)c2ccccc2o1	4	0	-2	1.1	1	0	-13	0.96
CSc1ncccc1C(=O)OCc1ccc(Br)cc1	10	-4	4	0.92	2	-6	8	0.91
O=C(OC1CCCCC1=O)c1cc(=O)c2ccccc2o1 (configuration not stated)	-6	0	2	1.3	2	-5	-29	1.1
C#CCOCCOCCOCCNc1nc(N2CCOCC2)nc(N2CCN(C(=O)[C@H](CCCN=C(N)N)n3cc(C(N)[C@@H](C)CC)nn3)CC2)n1 (some centres not stated)	-4	-2	-9	1	8	-6	-4	1
O=C(CSc1nnc(-c2cccnc2)n1Cc1ccco1)N1c2ccccc2Sc2ccccc21	13	-4	-4	0.97	2	1	2	0.87
COC(=O)c1ccc(C(=O)N(CCN(C)C)c2nc3c(Cl)cccc3s2)cc1	-6	5	1	0.8	-1	2	20	1.1
CCc1cccc(NC(=O)CCCn2nc(CC)n3c(cc4occc43)c2=O)c1	8	-3	2	0.93	22	-5	7	0.93
O=C(NCC1(c2ccccc2)CCCC1)c1ccc(Br)cc1	-9	-2	-3	0.98	-6	1	2	1.1
CCS(=O)(=O)c1ccc(NC(=O)c2ccccc2Cl)c(O)c1	10	5	-3	0.9	-9	1	10	0.9
CC(=O)c1cccc(NC(=O)N2CCCC2C(=O)NCc2ccccc2)c1 (configuration not stated)	0	2	-4	1.1	-5	-12	-15	1
CCSc1nnc(CNC(=O)C23CC4CC(CC(C4)C2)C3)n1C1CCCCC1	-18	1	-4	1.2	4	-10	-19	1.2
C=CC[C@@H](CC(=O)N(CCO)Cc1ccccc1)C(=O)N[C@H](COC(=O)[C@@H](CC=C)CC(=O)OC(C)(C)C)Cc1c[nH]c2ccccc12	-17	-4	3	1.1	27	2	-12	1.2
CCN(CC)C(=O)CC(c1ccccc1)c1ccco1 (configuration not stated)	6	0	-5	1.1	4	3	-12	0.94
CC1CN(c2nc3c(c(=O)n(C)c(=O)n3C)n2Cc2c(Cl)cccc2Cl)CC(C)O1 (configuration not stated)	-7	-4	-4	1.1	-11	5	-7	1.1
C=CCn1c(-c2cccc(Cl)c2)n[nH]c1=S	10	-4	-4	1	5	-9	0	0.9
CN(C)S(=O)(=O)c1ccc(C(=O)Nc2ccc3ncccc3c2)cc1	-2	-4	-5	0.91	16	-3	9	1
CCCCCCCC(=O)NC1=NC(=O)C(C)(C)S1	6	-4	4	0.97	-7	-4	3	0.94
O=C(Nc1ccc(F)cc1)c1cccc(N2C(=O)C3C4CCC(C4)C3C2=O)c1 (configuration not stated)	11	0	-5	1	4	5	-2	0.89
O=C(Nc1ccccn1)c1ccc(S(=O)(=O)N2CCCC2)cc1	4	-1	-2	0.92	3	0	8	0.96
Cc1ccccc1CN1C(=O)C(O)(CC(=O)c2ccncc2)c2ccccc21 (configuration not stated)	4	2	1	0.87	-11	-9	13	0.96
O=C(Nc1cccc([N+](=O)[O-])c1)C1COc2ccccc2O1 (configuration not stated)	-2	-2	-5	1.1	-2	4	-8	1
Cc1cc(C)nc(Nc2n[nH]c(COc3ccccc3)n2)n1	-1	0	-5	1.1	-16	-3	-5	1
O=C(c1cccs1)N1CCN(c2nnc(-c3ccccc3)c3ccccc23)CC1	13	-3	0	0.91	-5	6	9	0.87
CCCN(CCC)S(=O)(=O)c1ccc(NS(=O)(=O)c2ccc(F)cc2)cc1	2	1	18	1.1	-27	-9	-10	0.98
Cc1nc2sc(C(c3ccc(F)cc3)N3CCN(C(=O)c4ccco4)CC3)c(O)n2n1 (configuration not stated)	9	1	4	1.2	-6	-6	-18	0.91
COc1ccc2c(c1)c1nnc(SCC(=O)NC3CC3)nc1n2C	-4	1	1	0.94	1	-2	6	1

One compound at a time, from the list above.
CC1CN(c2nc3c(c(=O)n(C)c(=O)n3C)n2Cc2c(Cl)cccc2Cl)CC(C)O1 (configuration not stated) is entered as mIAP inh = -7; A3A deaminase = -4; HKDC1 inh = -4; hIAP act = 1.1; PfGluPho inh = -11; ATG4B inh = 5; hIAP inh = -7; mIAP activ = 1.1
O=C(Nc1ccccn1)c1ccc(S(=O)(=O)N2CCCC2)cc1 is entered as mIAP inh = 4; A3A deaminase = -1; HKDC1 inh = -2; hIAP act = 0.92; PfGluPho inh = 3; ATG4B inh = 0; hIAP inh = 8; mIAP activ = 0.96

(further entries)
SMILES	mIAP inh	A3A deaminase	HKDC1 inh	hIAP act	PfGluPho inh	ATG4B inh	hIAP inh	mIAP activ
Cc1ccc2nc3c(cc2c1)c(NC(=O)c1ccco1)nn3CC(C)C	-20	0	0	1.1	12	3	-10	1.2
CN(CC(=O)Nc1ccccc1Cl)C(=O)COC(=O)c1ccc([N+](=O)[O-])cc1Cl	5	0	-2	1	-4	4	-4	0.95
O=C(COC(=O)c1ccc(N2CCCC2=O)cc1)NCc1ccco1	0	-7	0	1.2	-7	1	-21	0.99
CN(C)S(=O)(=O)c1cccc(NC(=O)c2cc3c(=O)n4ccccc4nc3s2)c1	-2	0	9	1.1	-8	-13	-12	1
O=[N+]([O-])c1cc([N+](=O)[O-])c(Oc2cncc(Cl)c2)cc1NC1CCCCCCC1	11	-4	1	0.95	12	-8	5	0.89
Cn1c(SC/C=C/c2ccccc2)nnc1-c1cccs1	-5	-1	-2	1.1	32	-6	-6	1
COc1ccc(SCCN2CC[C@@H](C)CCC2=O)cc1	0	-6	-1	0.97	2	-2	3	1
COC(=O)c1ccc(COc2ccccc2OC)o1	3	-1	5	1	10	-3	-4	0.97
O=C(NO)c1ccccc1O	-2	-5	-8	0.9	-11	3	10	1
Cc1ccc(C(=O)N/C(=C\c2cccs2)C(=O)N2CCOCC2)cc1C	6	-8	-5	1	-6	-12	-4	0.94
CCN(C[C@H]1N[C@@](Cc2ccccc2)(C(=O)OC)[C@H]2C(=O)N(Cc3ccccc3)C(=O)[C@@H]12)C(=O)C1CCCCC1	6	0	-2	1.1	12	-5	-7	0.94
Cc1ccc(C(C(=O)NC2CCCCC2)N2CCC3(CC2)OCCO3)cc1 (configuration not stated)	3	2	-4	0.97	-4	-10	3	0.97
Nc1nncn1C(=O)c1cc(Br)ccc1Cl	2	2	-2	1.1	-2	1	-5	0.98
O=C(C1=CC=CN2CCS(=O)(=O)N=C12)N1CCN(c2cccc(Cl)c2)CC1	15	-1	-3	0.94	5	-5	6	0.85
COc1ccccc1N(CC(=O)NC1CCCCC1)S(C)(=O)=O	0	-2	-1	1	-14	-4	0	0.99
O=C(Nc1nc(-c2ccc(F)cc2)cs1)c1cccc(N2C(=O)CCC2=O)c1	-8	5	5	1	-11	-8	-2	1.1
CC(C)OC(=O)NCCOC(=O)Nc1cccc(Cl)c1	-103	-5	-3	1.1	0	-8	-9	2*
COc1ccc(CCNC(=O)C(=O)NN=C2CCCCCCC2)cc1OC	6	-2	-7	0.94	-3	1	6	0.94
N/C(=N\OC(=O)c1cc([N+](=O)[O-])ccc1Cl)c1ccccn1	-10	-4	-2	1	-2	2	-1	1.1
Cc1cccc2c1N1C(=O)c3c(C(=O)O)cccc3C1CC2C (configuration not stated)	-1	-1	-2	0.93	-4	-3	7	1
CCN(CCn1cccn1)C(=O)CCc1nnc(C2(c3ccc(Cl)cc3)CCC2)o1	-3	-4	-11	1	3	-4	0	1
CCOC(=O)Cn1nc(-c2ccc(C)cc2)ccc1=O	-7	-1	-7	0.95	6	3	5	1.1
Cc1ccc2occ(/C=N/NC(=O)c3ccccc3Br)c(=O)c2c1	3	-1	0	1.1	-4	28	-13	0.97
CCc1nnc(NC(=O)CCC(=O)NCc2ccc(C)cc2)s1	0	1	-2	0.98	-6	-1	2	1
COc1ccc(OC)c(S(=O)(=O)N2CCN(C(=O)c3ccco3)CC2)c1	5	-4	-6	1.1	-13	3	-14	0.95
COCCSc1nnc(NC(=O)CCS(=O)(=O)c2ccccc2)s1	-9	-5	3	1	5	-1	-2	1.1
CCn1c(C)nnc1SCC(=O)Nc1ccccc1Cl	-7	-2	-7	1.3	-6	-1	-33	1.1
COc1ccc(-c2c(C(C)=O)c(C)nc3sc4c(=N)n(N)cnc4c23)cc1	9	3	-15	0.92	-10	-7	8	0.91
O=C(NCC1CCCN1S(=O)(=O)c1cccs1)c1ccccc1 (configuration not stated)	-1	1	-2	1.1	15	1	-9	1
COC(=O)CN(c1ccccc1[N+](=O)[O-])S(=O)(=O)c1ccccc1	4	1	-9	0.89	1	-9	11	0.96
Cc1nn(Cc2ccc(C(=O)Nc3ccc(C(=O)OC(C)C)cc3)o2)c(C)c1Cl	-4	0	3	0.91	15	8	9	1

A draw from above in order of count of non-hydrogen atoms, high to low:
SMILES	mIAP inh	A3A deaminase	HKDC1 inh	hIAP act	PfGluPho inh	ATG4B inh	hIAP inh	mIAP activ
Cc1nn(Cc2ccc(C(=O)Nc3ccc(C(=O)OC(C)C)cc3)o2)c(C)c1Cl	-4	0	3	0.91	15	8	9	1
O=C(Nc1nc(-c2ccc(F)cc2)cs1)c1cccc(N2C(=O)CCC2=O)c1	-8	5	5	1	-11	-8	-2	1.1
COc1ccc(CCNC(=O)C(=O)NN=C2CCCCCCC2)cc1OC	6	-2	-7	0.94	-3	1	6	0.94
COc1ccc(OC)c(S(=O)(=O)N2CCN(C(=O)c3ccco3)CC2)c1	5	-4	-6	1.1	-13	3	-14	0.95
COC(=O)CN(c1ccccc1[N+](=O)[O-])S(=O)(=O)c1ccccc1	4	1	-9	0.89	1	-9	11	0.96
Cc1cccc2c1N1C(=O)c3c(C(=O)O)cccc3C1CC2C (configuration not stated)	-1	-1	-2	0.93	-4	-3	7	1
CCn1c(C)nnc1SCC(=O)Nc1ccccc1Cl	-7	-2	-7	1.3	-6	-1	-33	1.1

Compounds were not picked by outcome; any-hit rate near 2.4%.
